Source: PubChem BioAssay
PAX8 reporter: PAX8 transcriptional activity inhibition | RMG-I TPO-luciferase reporter, SteadyGlo, 24 h | inhibition, % at 12.6 µM | hit rate 1.2% among 360,000 | AID 652154;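 active = mean replicate inhibition at least 60% with every replicate also reaching 60%; inconclusive = only one of the two criteria is met; inactive = mean below 60% and not all replicates reaching 60%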;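 also: luciferase light reporting Pax8 driven TPO promoter activity; plate controls were median of neutral control wells for no effect and mitoxantrone controls for full effect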
miR122 inh: inhibitors of miR-122 in Huh7 cells. Huh7 miR-122 Renilla luciferase sensor, 48 h; neutral wells = 0, positive control = 100. activation (reporter increase), % at 12.5 µM. hit rate 0.3% among 340,000;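 active = mean replicate activation score at least 90 and every replicate individually at or above 90; inconclusive = only one of the two criteria met; inactive = neither criterion met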;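 also: higher luciferase means less miR-122 activity so hits act as miR-122 inhibitors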
EWS-Fli inh: EWS/Fli transcriptional activity inhibition. A673 NR0B1-luciferase reporter, viability-normalised. inhibition, % at 12.6 µM. hit rate 0.67% among 350,000. AID 651661;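 active = mean inhibition of at least 50% after viability correction, with every replicate also passing that limit; inconclusive = mean reaches 50% but only one of two replicates passes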;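 also: firefly luciferase signal divided by Alamar Blue viability fluorescence both relative to DMSO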
Casp6 inh: inhibitors of human caspase-6 | P55212 | purified caspase-6, Z-VEID-R110 cleavage fluorescence | inhibition, % at 12.5 µM | hit rate 0.53% among 350,000;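 active = mean inhibition across replicates at least about 35%, with every replicate also reaching that limit, limit read from the data; inconclusive = only one of the two criteria met; inactive = neither criterion met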;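 also: 0% = median of neutral control wells and 100% = no fluorescence left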
Target sequence (P55212 24-179 limits assumed): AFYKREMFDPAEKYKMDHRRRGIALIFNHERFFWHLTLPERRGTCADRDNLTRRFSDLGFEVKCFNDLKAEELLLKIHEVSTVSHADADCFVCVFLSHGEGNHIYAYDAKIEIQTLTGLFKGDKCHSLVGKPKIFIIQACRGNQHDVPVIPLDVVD
Target sequence (P55212 194-293 limits assumed): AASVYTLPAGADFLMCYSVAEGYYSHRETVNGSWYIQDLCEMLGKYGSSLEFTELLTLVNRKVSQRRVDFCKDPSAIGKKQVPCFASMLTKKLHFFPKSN
PGC1a acetyl inh: PGC1a acetylation modulation, inhibitor mode | U2OS PGC1a acetylation, AlphaScreen anti-acetyl-lysine; with virally co-expressed GCN5 acetyltransferase | inhibition, % at 15.6 µM | hit rate 0.17% among 350,000;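 active = every replicate shows inhibition of at least 40%; inconclusive = mean inhibition at least 40% but some replicate below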;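 also: 0% = neutral control wells and 100% = positive control wells; some results beyond the cut were filed as inactive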
FN deposition inh: fibronectin deposition inhibition | AH1F fibroblasts, Alexa488-fibronectin deposition fluorescence, overnight | inhibition, % at 12.6 µM | hit rate 0.086% among 350,000 | AID 743247;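 active = mean inhibition across replicates of 30% or more, regardless of how many single replicates reach that level; inconclusive = mean under 30% yet at least half of replicates reach 30%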;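 also: positive control wells lacked labelled fibronectin entirely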
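Measured by – fluorescence 485/525 nm · System – AH1F fibroblast monolayer, labelled fibronectin deposition · Amount – 10000 cells per well · Buffer or medium – serum-reduced DMEM (2% serum) · Doses – single dose, pinned · Also added – fluorescent fibronectin at 24 nM final · Schedule – 1 h cell attachment, overnight exposure to compound and label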
LGR2 inh: inhibitors of bursicon-induced Drosophila LGR2 receptor cAMP signaling; HEK293 LGR2, CRE-luciferase, bursicon-stimulated, 4 h; inhibition, % at 9.99 µM; hit rate 0.35% among 380,000; AID 720647;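 active = drop in luminescence signal, shown as inhibition above about 50% in the replicate tests, limit read from the data, passing the limit was not always enough; inconclusive = probably only some replicates passing the limit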;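 also: agonist challenge used bursicon conditioned medium at about half maximal strength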
Cneo AK release: causes C. neoformans cell lysis. lysis activity, % at 15 µM. AID 651654. hit rate 0.2% among 360,000. adenylate kinase release luminescence, 4 h; normalised: neutral wells 0, clomiphene wells 100;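 active = mean lysis activity across replicates of at least 80%, whatever share of replicates individually reach that level; inactive = mean lysis activity below 80%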
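Material – Cryptococcus neoformans yeast cells · Quantity – 5 × 10^6 yeast cells/mL · Buffer or medium – YPD medium · Compound – single dose · Timing – 4 h static compound exposure, 37 °C, read 1 h post-reagent · Signal – adenylate kinase release luminescence · Read-out basis – lysis from increased AK signal · Benchmarks – Clomiphene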
* marks the source's active call; other numbers are inactive results; ? = inconclusive; nt = no result given; [ ] = remark or other dose.

SMILES	PAX8 reporter	miR122 inh	EWS-Fli inh	Casp6 inh	PGC1a acetyl inh	FN deposition inh	LGR2 inh	Cneo AK release
N/C(=N\OS(=O)(=O)c1ccc(Br)cc1)c1ccncc1	9	-6	nt	nt	nt	-7	nt	0
OC[C@H]1[C@@H](c2ccc(Br)cc2)[C@H]2CN(Cc3cncnc3)CCCCN21	-9	4[16.7 µM]	-8	1	5	nt	-11	1
COCCCNS(=O)(=O)c1ccc(C)cc1	-8	nt	3	1	-10	1	-7	nt
COc1cccc(C(=O)NCCS(=O)(=O)NCC2CCCO2)c1 (configuration not stated)	-11	6	-7	-4	-10	2	0	-1
CC(C)(C)c1nnc(NC(=O)CCS(=O)(=O)Cc2ccccc2)s1	84*	2	-6	6	-22	-10	3	1
CC(=O)N(C)C[C@H]1Oc2ncc(C#CCC3CCCC3)cc2C(=O)N([C@@H](C)CO)C[C@H]1C	nt	4[16.7 µM]	4	-2	0	-6	-31	4
Cc1ccc(N(C)S(=O)(=O)c2cccc(C(=O)NCC(c3cccs3)N3CCOCC3)c2)cc1 (configuration not stated)	11	nt	2	-54	nt	3	12	0
CCn1c(-c2ccccc2)ccc(C#N)c1=O	8	3	nt	nt	25	5	nt	-1
CC(C)c1ccc(S(=O)(=O)N2CCC(C(=O)N3CCC3)CC2)cc1	10	-6	4	-1	-7	-11	11	-2
O=C(N[C@@H]1C=C[C@@H](CC(=O)N2CCOCC2)O[C@@H]1CO)c1ccc2c(c1)OCO2	5	nt	0	1	1	nt	-19	1
Cn1c(=O)c2[nH]c(-c3cccnc3)nc2n(C)c1=O	nt	4	nt	nt	-2	-11	nt	9
CN(C)S(=O)(=O)c1ccc(Nc2ccc(-c3ccc4c(c3)OCCO4)nn2)cc1	nt	16	-30	0	-38	nt	-5	-2
COc1ccc(N(CC(=O)N/N=C/c2cccs2)S(=O)(=O)c2ccccc2)cc1	14	nt	14	0	nt	6	nt	nt
CNC[C@@H]1Oc2ccc(NC(=O)Nc3c(C)noc3C)cc2C(=O)N([C@@H](C)CO)C[C@H]1C	-5	-3[16.7 µM]	-7	-3	-3	-4	14	2
COc1ccc2[nH]c(=O)c(CN(C(=O)c3ccccn3)C3CCCCC3)cc2c1	nt	0	nt	nt	-9	nt	-12	0
C[C@H]1CN([C@@H](C)CO)C(=O)Cc2cc(NS(=O)(=O)c3ccccc3)ccc2O[C@@H]1CN(C)Cc1ccc(Cl)c(Cl)c1	?	17[16.7 µM]	13	0	28	nt	30	58
CN(C(=S)NC(=O)c1ccc(Br)o1)c1ccccc1	24	6	nt	nt	6	0	-15	2
COc1ccc(S(=O)(=O)Nc2ccc3c(c2)OCO3)cc1OC	nt	52	nt	7	-3	-3	-37	1
COC1C=COC2(C)Oc3c(C)c(O)c4c(O)c(c(CN5CCN(C)CC5)c(O)c4c3C2=O)NC(=O)C(C)=CC=CC(C)C(O)C(C)C(O)C(C)C(OC(C)=O)C1C (configuration not stated)	-4	-3	-8	1	3	3	20	nt
CC(C)CC(N)c1csc(Nc2ccc(C(=O)c3ccccc3)cc2)n1 (configuration not stated)	nt	-21	12	5	-5	3	10	-1
CC(C)c1cc(C(=O)Nc2cccc(C(F)(F)F)c2)no1	-58	nt	nt	nt	4	10	nt	0
CSc1ccc(CN(C)CC(=O)Nc2cccc(Br)c2)cc1	14	4	16	-1	nt	5	8	4
Cc1cc2oc(=O)cc(CN(C)Cc3ccccc3F)c2cc1Cl	-9	nt	-82	3	nt	-10	-65	-3
O=C(N/C(=C\c1cccnc1)C(=O)N1CCCCC1)c1cccc(Br)c1	-4	10	-1	0	2	4	-3	1
CCCCCC(=O)c1ccc(O)cc1O	-14	-1	-18	1	2	1	-5	nt
Cc1ccc(C(=O)N2CCC(C(=O)c3ccc(Cl)cc3)CC2)cc1	9	0	10	1	4	-4	4	2
Cc1cc(/C=C(/C#N)c2cccc(F)c2)c(C)n1-c1cccnc1	nt	nt	-96	-7	39	nt	-27	2
Cc1cccc(C)c1NC(=O)C(c1ccccc1)N1CCC1=O (configuration not stated)	nt	-10	nt	nt	5	1	nt	-1
O=C(C[C@@H]1C[C@@H]2c3cc(NC(=O)NC4CCCC4)ccc3O[C@@H]2[C@@H](CO)O1)NCc1ccccc1F	-1	7[16.7 µM]	0	2	-5	-17	1	-4
COc1cc(CNc2ncn[nH]2)cc(Br)c1OC	nt	2	nt	nt	17	0	2	0
Cc1ccc(NC(=O)CCN2C(=O)C3CCCCC3C2=O)cc1[N+](=O)[O-] (configuration not stated)	nt	nt	-4	-1	nt	3	-9	-2
COc1ccc(-c2cnc3c(c2)C(=O)N([C@@H](C)CO)C[C@@H](C)[C@H](CN(C)C(=O)C2CCCCC2)O3)cc1	27	-16[16.7 µM]	2	-1	10	nt	-2	-3
COc1cc(C(c2c(C(=O)O)[nH]c3ccccc23)c2c(C(=O)O)[nH]c3ccccc23)ccc1OCc1ccccc1	19	3	11	15	-11	7	9	-2
CCn1c(C)nc2cc(OC)ccc21	43	0	3	0	-5	-4	-49	1
CCOC1CCCc2oc(-c3ccc(N(C)C)cc3)c(C(=O)OC)c21 (configuration not stated)	-15	nt	-19	2	nt	nt	-31	nt
CC(NC(=O)c1cccc(S(=O)(=O)N2CCc3ccccc3C2)c1)c1ccco1 (configuration not stated)	4	10	4	6	-2	6	-1	1
CCC(=O)N1C[C@H](C)[C@H](OC)CN(C)C(=O)c2cc(NS(C)(=O)=O)ccc2OC[C@@H]1C	nt	3[16.7 µM]	2	-2	-3	-1	7	-1
O=C(O)c1ccc([N+](=O)[O-])cc1Sc1ccsc1	-14	nt	-4	0	nt	nt	0	nt
COc1ccc(-c2cnc3c(c2)C(=O)N([C@@H](C)CO)C[C@H](C)[C@H](CN(C)S(=O)(=O)c2ccc(OC)cc2)O3)cc1	nt	-5[16.7 µM]	-8	nt	8	-8	5	nt
CCC(O)CNc1nc(SC)nc2sc3c(c12)CCN(C)C3 (configuration not stated)	nt	-16	nt	nt	-16	7	-3	3

Three compounds out of the list above, ordered by the number in PGC1a acetyl inh, falling.
| Structure | miR122 inh | Casp6 inh | PGC1a acetyl inh | LGR2 inh |
| --- | --- | --- | --- | --- |
| COc1ccc(-c2cnc3c(c2)C(=O)N([C@@H](C)CO)C[C@H](C)[C@H](CN(C)S(=O)(=O)c2ccc(OC)cc2)O3)cc1 | -5[16.7 µM] | nt | 8 | 5 |
| Cc1ccc(C(=O)N2CCC(C(=O)c3ccc(Cl)cc3)CC2)cc1 | 0 | 1 | 4 | 4 |
| CCCCCC(=O)c1ccc(O)cc1O | -1 | 1 | 2 | -5 |

(more compounds)
SMILES	PAX8 reporter	miR122 inh	EWS-Fli inh	Casp6 inh	PGC1a acetyl inh	FN deposition inh	LGR2 inh	Cneo AK release
C[C@@H]1CN([C@@H](C)CO)C(=O)c2cccc(NC(=O)Nc3ccc(C(F)(F)F)cc3)c2O[C@H]1CN(C)Cc1ccccc1	nt	-2[16.7 µM]	4	nt	-5	nt	8	3
COc1ccccc1CNC(=O)CCC(=O)Nc1nnc(C)s1	10	-5	nt	nt	5	0	nt	1
CC(C)Cn1c(SCC(=O)N2CCc3ccccc3C2)nc2cc(Cl)ccc2c1=O	20	nt	10	5	nt	2	-2	5
CCCCOc1cccc(C(=O)O)c1	nt	-3	nt	nt	-1	nt	1	3
COc1ccc2[nH]c3c(c2c1)CNCC3	3	-3	0	-26	nt	-6	-10	0
O=C(c1ccccc1F)N(Cc1nc2ccccc2c(=O)[nH]1)C1CCCC1	11	nt	6	-2	nt	1	-19	nt
CC(=O)c1cccc(CN2CCN(Cc3ccc(F)cc3)C(CCO)C2)c1 (configuration not stated)	22	nt	11	2	nt	1	19	nt
Cc1cc(NC(=O)CC2(CC(=O)O)CCCC2)n(C)n1	25	nt	-1	0	-6	0	nt	4
Cc1ccc(S(=O)(=O)N(C)C[C@@H]2Oc3c(NS(=O)(=O)c4ccc(Cl)cc4)cccc3C(=O)N([C@H](C)CO)C[C@H]2C)cc1	-22	4[16.7 µM]	-5	-2	3	nt	-9	-1
Cc1cc(C(=O)Nc2cccc3c2O[C@H](CN(C)CC2CCCCC2)[C@H](C)CN([C@H](C)CO)C3=O)n(C)n1	-15	3[16.7 µM]	1	0	6	nt	-4	-3
CC(C)C(=O)NNc1ccc(C(F)(F)F)cn1	-5	0	-4	-6	2	9	8	-2
COCCN(C(=O)CSc1nnc(-c2cccc(Cl)c2)n1N)c1c(N)n(CC(C)C)c(=O)[nH]c1=O	3	-7	-12	-5	9	7	-5	4
CCN(CC(=O)NC1CCS(=O)(=O)C1)S(=O)(=O)c1cc([N+](=O)[O-])ccc1C (configuration not stated)	-15	-3	0	2	0	0	5	1
CCC(C)NC(=O)C1CCCN(S(=O)(=O)c2ccc(-n3cnnn3)cc2)C1 (configuration not stated)	nt	0	nt	nt	5	-11	nt	3
COc1cc(OC)c(C2=NOC(C(=O)N3CCc4ccccc4C3)C2)cc1Cl (configuration not stated)	nt	49	-7	1	6	nt	-30	-1
COc1cccc(NC(=O)N[C@@H]2C=C[C@@H](CC(=O)Nc3ccccc3)O[C@@H]2CO)c1	nt	nt	-7	1	nt	1	-12	nt
Fc1cccc(Cl)c1CNc1ccc(N2CCCC2)cc1	11	-2	-1	2	1	-14	-28	2
CCC(=O)N(CC(=O)Nc1sc(C)c(C)c1C(N)=O)C1CCCCC1	nt	-4	7	2	2	nt	nt	7
C[C@H](O)C#Cc1cnc2c(c1)C(=O)N([C@@H](C)CO)C[C@@H](C)[C@@H](CN(C)C(=O)CC1CC1)O2	nt	3[16.7 µM]	-33	2	18	-8	-3	6
COc1ccc(CC(=O)NNC(=S)NCC2CC2)cc1OC	-1	0	1	2	nt	6	4	-1
CN(C)CCCN(C(=O)c1cc(Cl)sc1Cl)c1nc2cc3c(cc2s1)OCO3	3	nt	nt	-18	nt	-1	-6	35
N=c1c2c(-c3ccccc3)c(-c3ccccc3)n(Cc3ccco3)c2ncn1CCN1CCOCC1	-3	-4	nt	nt	nt	5	nt	9
CCCC(=O)C1=C(N2CCCC2)CC(C)(C)C(C(=O)OC)C1=O (configuration not stated)	27	nt	11	3	-7	-7	14	nt
C[C@H]1ON(c2ccc(C(=O)OC(C)(C)C)cc2)[C@@H](c2ccc(O)cc2)[C@@H]1C(=O)N1C(=O)OC[C@@H]1c1ccccc1	-3	nt	2	2	nt	nt	nt	11
CC1CCCCC1NC(=O)CCC(=O)N1CCOc2ccc(Cl)cc21 (configuration not stated)	-12	18	nt	-1	3	-6	-1	1
CNC[C@H]1Oc2ccc(NS(C)(=O)=O)cc2CC(=O)N([C@@H](C)CO)C[C@H]1C	-21	4[16.7 µM]	-7	1	11	nt	-10	-4
CCCCCCCCNS(=O)(=O)CCNC1CC1	12	-3	-7	-2	nt	-5	-3	1
COCC(=O)N(C)C[C@@H]1Oc2ncc(C#Cc3cccnc3)cc2C(=O)N([C@H](C)CO)C[C@H]1C	nt	113*[16.7 µM]	-13	0	9	2	-8	-9
CCCCn1nc(C(=O)NCc2ccccc2CN2CCCC2)c2ccccc2c1=O	13	10	-3	-5	8	13	nt	2
O=C1Nc2ccccc2C1=Nc1ccccc1-c1ccccc1	9	nt	55*	1	nt	0	3	nt
COc1ccc(Cc2nnc(NC(=O)c3ccccc3[N+](=O)[O-])s2)cc1	2	-5	-1	1	7	-1	-1	1
